Bioassay records deposited in PubChem by several laboratories.
CIT2 TOR yeast = alters CIT2-GFP fluorescence in TOR pathway yeast screen; S. cerevisiae CIT2-GFP strain, flow cytometry, 3 h; 100 means same as DMSO wells; GFP response vs DMSO, % at 10 µM; 320,000 tested, 0.065% active; AID 2029;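 active means GFP response relative to DMSO above a set limit, near the screen mean plus 3 SD, cut at about 150% in these data; inconclusive means Fewer than 70 cells measured for a yeast strain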;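 further: ratio of well median GFP fluorescence to mean of DMSO wells on the plate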
LAP4-GFP MLPCN = modulators of TOR pathway LAP4-GFP in S. cerevisiae; S. cerevisiae LAP4-GFP multiplex, flow cytometry GFP, 3 h; median GFP as percent of DMSO wells; GFP response vs DMSO, % at 10 µM; 320,000 tested, 0.34% active;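 active means GFP response vs DMSO above a set limit, about the screen mean plus 3 SD, cut at about 150% in these data; inconclusive means under 70 cell events counted for the yeast strain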
MEP2-GFP yeast = alters MEP2-GFP fluorescence in TOR pathway yeast screen; S. cerevisiae MEP2-GFP strain, flow cytometry GFP, 3 h; 100% = DMSO control level; GFP response vs DMSO, % at 10 µM; 330,000 tested, 0.51% active;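 active means GFP response versus DMSO above a set limit, roughly screen mean plus 3 SD, cut at about 180% in these data; inconclusive means fewer than 70 cells counted for a yeast strain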;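 further: median GFP fluorescence of the barcode-gated MEP2-GFP cells per well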
proCasp7 act = activates human procaspase-7, counter-screen for procaspase-3 activators. P55210. recombinant procaspase-7, Ac-DEVD-pNA absorbance 405 nm; D23A/D198A/D206A triple mutant, cannot self-cleave; scale: DMSO 0, 5 µM enzyme 100. activation, % at 8.5 µM. 330,000 tested, 0.093% active. AID 463210;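 active means percent activation above the screen-wide mean plus 3 SD, cut at about 25% in these data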
Target sequence (P55210 whole entry D23A/D198A/D206A): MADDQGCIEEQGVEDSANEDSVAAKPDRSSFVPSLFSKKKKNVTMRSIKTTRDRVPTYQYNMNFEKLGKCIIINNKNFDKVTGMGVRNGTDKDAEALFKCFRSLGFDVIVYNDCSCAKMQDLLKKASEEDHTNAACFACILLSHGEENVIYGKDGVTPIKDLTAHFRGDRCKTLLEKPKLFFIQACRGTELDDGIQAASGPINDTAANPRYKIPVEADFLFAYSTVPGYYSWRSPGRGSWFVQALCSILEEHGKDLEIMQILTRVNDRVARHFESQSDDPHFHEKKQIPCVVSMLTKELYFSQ
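signal = Epi-absorbance of released pNA at 405 nm, two timepoints | assay system = Uncleavable procaspase-7 mutant enzyme | reagent = Ac-DEVD-pNA substrate, 400 µM as added | times = 1 h enzyme–compound preincubation and 2 h substrate reaction, both 25 °C | benchmarks = low DMSO alone, high DMSO plus 5 µM PC-7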
RPL19A TOR yeast = modulators of TOR pathway RPL19A-GFP in S. cerevisiae; percent response vs DMSO, % at 10 µM; AID 2025; 330,000 tested, 0.3% active; S. cerevisiae RPL19A-GFP strain, flow cytometry, 3 h; stronger effect = lower value;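 active means percent response vs DMSO below 50%; inconclusive means fewer than 70 events counted for the yeast strain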;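 further: median channel GFP fluorescence of the barcoded RPL19A-GFP strain; ratio of sample median GFP to plate DMSO average so 100% = DMSO; lower means less RPL19A-GFP as with rapamycin TOR inhibition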
AHR act = activators of human aryl hydrocarbon receptor; 320,000 tested, 2.5% active; AID 2796; P35869; activation, % at 5 µM; AHR-responsive luciferase reporter cells, luminescence; in the data active means activation above about 47%;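 further: 0% = vehicle wells and 100% = reference agonist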
AGP1-GFP MLPCN = yeast TOR pathway AGP1-GFP modulation. S. cerevisiae AGP1-GFP multiplex flow cytometry, 3 h; GFP as percent of DMSO wells. GFP response vs DMSO, % at 10 µM. 320,000 tested, 0.02% active;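 active means GFP response relative to DMSO above a set limit, near screen average plus 3 SD, cut at about 150% in these data; inconclusive means fewer than 70 cells counted for the yeast strain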;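 further: median GFP channel fluorescence of the gated AGP1 strain per well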
proCasp3 act = activates human procaspase-3 | 330,000 tested, 0.11% active | recombinant procaspase-3 D3A, Ac-DEVD-pNA absorbance 405 nm | P42574 | activation, % at 8.5 µM;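 active means activation above the mean of all tested compounds plus 3 SD, cut at about 21% in these data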;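 further: 0% = DMSO alone and 100% = DMSO wells spiked with extra 5 µM PC-3 D3A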
Target sequence (P42574 whole entry D9A/D28A/D175A): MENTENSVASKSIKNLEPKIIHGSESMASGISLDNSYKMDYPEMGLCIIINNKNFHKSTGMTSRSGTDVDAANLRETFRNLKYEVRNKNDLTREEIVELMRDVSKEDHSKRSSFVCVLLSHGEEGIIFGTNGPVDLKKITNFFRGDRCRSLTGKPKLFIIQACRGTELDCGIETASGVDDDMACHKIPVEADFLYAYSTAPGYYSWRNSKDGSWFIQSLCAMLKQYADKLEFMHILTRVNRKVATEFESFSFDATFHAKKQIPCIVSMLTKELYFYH
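Compound: 8.5 µM single point, 0.8% DMSO / Material: Autoprocessing-dead procaspase-3 D3A mutant enzyme / Timing: 1 h preincubation plus 2 h reaction at 25 °C / Medium: Zinc-free HEPES/NaCl buffer with 0.01% Triton X-100 at pH 7.4 / Technique: 405 nm absorbance of p-nitroaniline, reads at 0 and 120 min / Repeats: one well per compound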
Active calls of the source: *; ? = inconclusive; . = not tested or not shown; [ ] = dose if it differs, or a comment.

SMILES | CIT2 TOR yeast | LAP4-GFP MLPCN | MEP2-GFP yeast | proCasp7 act | RPL19A TOR yeast | AHR act | AGP1-GFP MLPCN | proCasp3 act
CCOC(=O)c1sc(NC(=O)c2ccncc2)c(C#N)c1C | 104 | 108 | 108 | -7 | 103 | 2 | 97 | -13
COc1cc2c(cc1OC)CN(c1nc(CN3CCCC3)nc3sc(C)c(C)c13)CC2 | 99 | 102 | 102 | 4 | 99 | -1 | 102 | 8
N#Cc1cccc(NC(=O)c2ccc(S(=O)(=O)N3CCOCC3)cc2)c1 | 85 | 103 | 97 | -5 | 97 | -1 | 98 | 9
O=C(C1CC(c2ccc(F)cc2)=NO1)N1CCN(c2ccccc2)CC1 (stereo unspecified) | 85 | 108 | 95 | 4 | 93 | -2 | 91 | 1
Cc1ccc2c(c1)N1C(=O)c3ccccc3C1C1=C(CC(C)(C)CC1=O)N2 (stereo unspecified) | 90 | 100 | 97 | -4 | 97 | 50* | 99 | 0
COc1ccc(C(=O)CSc2nc(C)cc(C)n2)cc1[N+](=O)[O-] | 97 | 100 | 94 | 3 | 94 | -2 | 94 | -2
O=[N+]([O-])c1ccc(NCCCNS(=O)(=O)c2ccccc2)c(Cl)c1 | 97 | 107 | 106 | -11 | 103 | -2 | 105 | -5
Cc1ccc([C@H]2C(C(=O)O)=C[C@@H](C(C)(C)C)N2S(=O)(=O)c2ccc(C)cc2)cc1 | 88 | 102 | 87 | 10 | 91 | -1 | 90 | 1
COc1ccccc1NC(=O)CCN1CCN(c2ccc(Cl)cc2)CC1 | 101 | 96 | 110 | -6 | 102 | 2 | 95 | -1
COc1ccccc1NC(=O)CN(Cc1ccco1)C(=O)c1ccc(N2CCCC2=O)cc1 | 91 | 97 | 101 | -6 | 97 | 2 | 96 | -4
COc1ccc(S(=O)(=O)Nc2cccc(SC)c2)cc1OC | 118 | 104 | 105 | 3 | 104 | 0 | 112 | -7
Nc1nnc(SCC(=O)c2ccc3ccccc3c2)s1 | 91 | 100 | 96 | 7 | 99 | 48* | 96 | -3
COCC(C)NC(C(=O)Nc1ccc(C)c(Cl)c1)c1ccccc1 (stereo unspecified) | 91 | 96 | 98 | 3 | 90 | 3 | 92 | 3
Cc1ccc(CNC(=O)C2CCN(S(=O)(=O)c3cccc4nonc34)CC2)cc1 | 100 | 101 | 108 | 4 | 107 | 0 | 103 | 6
O=C(Nc1ccc(C(F)(F)F)cc1)C1CCCCN1S(=O)(=O)c1ccccc1 (stereo unspecified) | 99 | 104 | 99 | 2 | 97 | 20 | 104 | -2
CN1CCN(C(=O)/C(=C\c2cccc([N+](=O)[O-])c2)NC(=O)c2cccs2)CC1 | 105 | 105 | 112 | 17 | 105 | 8 | 112 | 13
Cc1cc(C)cc(C(=O)N2CC(C)SC2=Nc2cccc(S(=O)(=O)N(C)C)c2)c1 (stereo unspecified) | 101 | 105 | 107 | 10 | 103 | 3 | 107 | -1
Cc1cccc(C)c1NC(=S)N(c1ccccc1)C(C)C | 84 | 93 | 94 | 3 | 91 | -2 | 87 | -4
O=C(O)c1ccc(Oc2cc(Oc3ccc(C(=O)O)cc3)cc([N+](=O)[O-])c2)cc1 | 93 | 96 | 102 | 7 | 103 | 0 | 96 | 3
COc1cc(NC(=O)C(C)Oc2ccccc2)c(C(=O)O)cc1OC (stereo unspecified) | 100 | 91 | 100 | 5 | 99 | -2 | 103 | 4
Cc1cc(NC(=O)CSc2nc3c(cc2C#N)CCC3)no1 | 101 | 101 | 103 | -5 | 102 | -4 | 104 | 2
CCOC(=O)c1cnc(SC2CC(=O)N(c3ccccc3)C2=O)nc1N (stereo unspecified) | 105 | 99 | 102 | -10 | 99 | 0 | 99 | -32
Cc1cccc(C2c3[nH]c4ccccc4c3CCN2C(=O)c2nn(C)c(=O)c3ccccc23)n1 (stereo unspecified) | 95 | 105 | 93 | 3 | 99 | 12 | 92 | 4
Cc1nc(N/N=C/c2ccccn2)sc1C | 76 | 106 | 92 | -10 | 94 | -4 | 92 | -2
COc1cc(C(C(=O)NCC2CCCO2)N(C(=O)Cn2nnc3ccccc32)c2ccc(C(C)=O)cc2)ccc1O (stereo unspecified) | ? | 89[may fluoresce violet] | 163[may fluoresce violet] | -4 | 82[may fluoresce violet] | 0 | 16[may fluoresce violet] | 9

Taken from the results shown, twelve compounds:
SMILES | CIT2 TOR yeast | LAP4-GFP MLPCN | MEP2-GFP yeast | proCasp7 act | RPL19A TOR yeast | AHR act | AGP1-GFP MLPCN | proCasp3 act
CCOC(=O)c1sc(NC(=O)c2ccncc2)c(C#N)c1C | 104 | 108 | 108 | -7 | 103 | 2 | 97 | -13
COc1cc2c(cc1OC)CN(c1nc(CN3CCCC3)nc3sc(C)c(C)c13)CC2 | 99 | 102 | 102 | 4 | 99 | -1 | 102 | 8
N#Cc1cccc(NC(=O)c2ccc(S(=O)(=O)N3CCOCC3)cc2)c1 | 85 | 103 | 97 | -5 | 97 | -1 | 98 | 9
O=C(C1CC(c2ccc(F)cc2)=NO1)N1CCN(c2ccccc2)CC1 (stereo unspecified) | 85 | 108 | 95 | 4 | 93 | -2 | 91 | 1
Cc1ccc2c(c1)N1C(=O)c3ccccc3C1C1=C(CC(C)(C)CC1=O)N2 (stereo unspecified) | 90 | 100 | 97 | -4 | 97 | 50* | 99 | 0
COc1ccc(C(=O)CSc2nc(C)cc(C)n2)cc1[N+](=O)[O-] | 97 | 100 | 94 | 3 | 94 | -2 | 94 | -2
O=[N+]([O-])c1ccc(NCCCNS(=O)(=O)c2ccccc2)c(Cl)c1 | 97 | 107 | 106 | -11 | 103 | -2 | 105 | -5
Cc1ccc([C@H]2C(C(=O)O)=C[C@@H](C(C)(C)C)N2S(=O)(=O)c2ccc(C)cc2)cc1 | 88 | 102 | 87 | 10 | 91 | -1 | 90 | 1
COc1ccccc1NC(=O)CCN1CCN(c2ccc(Cl)cc2)CC1 | 101 | 96 | 110 | -6 | 102 | 2 | 95 | -1
COc1ccccc1NC(=O)CN(Cc1ccco1)C(=O)c1ccc(N2CCCC2=O)cc1 | 91 | 97 | 101 | -6 | 97 | 2 | 96 | -4
COc1ccc(S(=O)(=O)Nc2cccc(SC)c2)cc1OC | 118 | 104 | 105 | 3 | 104 | 0 | 112 | -7
Nc1nnc(SCC(=O)c2ccc3ccccc3c2)s1 | 91 | 100 | 96 | 7 | 99 | 48* | 96 | -3

Later entries.
SMILES | CIT2 TOR yeast | LAP4-GFP MLPCN | MEP2-GFP yeast | proCasp7 act | RPL19A TOR yeast | AHR act | AGP1-GFP MLPCN | proCasp3 act
NC(=O)c1ccccc1NC(=O)COc1ccc(Cl)cc1 | 100 | 100 | 110 | 11 | 104 | 1 | 103 | 2
CN1CCN(C(=O)C23CC4CC(C)(CC(C)(C4)C2)C3)CC1 | 85 | 107 | 95 | 12 | 91 | 0 | 86 | 7
COc1ccc(NC2=CC(=O)CC(c3ccccc3)C2)c(OC)c1 (stereo unspecified) | 95 | 101 | 99 | -9 | 98 | 4 | 99 | 8
CC1CCCCN1C(=O)CSc1nnc(-c2ccc(Cl)s2)o1 (stereo unspecified) | 96 | 105 | 103 | 7 | 97 | 4 | 102 | -2
Cc1ccc(OCc2cc(C(=O)N3CCCCCCC3)no2)cc1C | . | 94 | 106 | 0 | 103 | 1 | 97 | 9
O=C(Nc1cccc(F)c1)C1CCN(C(=O)c2ccc(Br)cc2)CC1 | 108 | 92 | 101 | 9 | 99 | 27 | 100 | 1
COc1cccc(C(=O)Cn2c(=N)n(C)c3ccccc32)c1 | 102 | 103 | 108 | 6 | 100 | 52* | 100 | -1
CCN1CCc2c(sc(NC(=O)COc3ccccc3)c2C(=O)OC)C1 | 90 | 103 | 97 | -15 | 96 | 1 | 98 | -1
CCOc1ccc(NC(=O)c2cc3cc4ccc(OC)cc4nc3o2)cc1 | 97 | 100 | 103 | -2 | 97 | -15 | 94 | -6
Cc1cc(/C=N/NC(=O)c2c(Br)cnn2C)c(C)n1-c1cccc(Br)c1 | 82 | 95 | 91 | 6 | 96 | 2 | 92 | 6
Cc1cc(NC(=O)CSCC(=O)Nc2ccc(Cl)c(C(F)(F)F)c2)no1 | 114 | 104 | 94 | -3 | 99 | -2 | 107 | -1
CC(=O)Nc1cccc(NC(=O)Nc2cccc(F)c2)c1 | 95 | 93 | 99 | -6 | 101 | 49* | 100 | 5
COc1ccc(Cl)cc1NC(=O)CN(C)C(=O)c1cc2c(F)cccc2s1 | 103 | 107 | 96 | 1 | 98 | 19 | 93 | 5
O=c1c2ccccc2cnn1CCOc1ccccc1 | 91 | 98 | 100 | -6 | 101 | 4 | 91 | -4
Cc1cc(F)ccc1NCc1cc2c(cc1[N+](=O)[O-])OCO2 | 102 | 103 | 102 | -2 | 98 | 45 | 97 | 5
CS(=O)(=O)CCC(C(=O)n1nnc2ccccc21)N1C(=O)c2ccccc2C1=O (stereo unspecified) | 104 | 98 | 100 | -3 | 100 | 0 | 99 | 2
Cc1nc2nc(-c3ccccc3)[nH]n2c(=O)c1C | 106 | 101 | 113 | 7 | 102 | 46 | 102 | 1
COc1ccc(OC)c(Cc2nnc(CCC(=O)NC3CCCC3)o2)c1 | 100 | 100 | 97 | -2 | 100 | 6 | 103 | 4
O=S(=O)(/N=C(/Nc1ccccn1)c1ccccc1)c1ccccc1 | 86 | 92 | 98 | 12 | 92 | -1 | 98 | 6
O=C1CC(c2ccccc2)c2ccccc21 (stereo unspecified) | 98 | 101 | 103 | 10 | 102 | -1 | 104 | 1
COc1cc(C)ccc1OCC(=O)NC1CCCCCC1 | 102 | 112 | 107 | 3 | 101 | 7 | 110 | 5
CCc1nn(CCCC(=O)NCc2cc(Br)ccc2OC)c(=O)c2cc3occc3n12 | 100 | 108 | 93 | -6 | 103 | -4 | 100 | 9
CCOC(=O)C1CCCN(C(=O)/C=C/c2cc(OC)c(OC)c(OC)c2)C1 (stereo unspecified) | 104 | 93 | 105 | 4 | 106 | 2 | 106 | 12
CCOC(=O)c1c(S(=O)(=O)N(C)Cc2ccccc2)c(C)n(C)c1C | 90 | 90 | 87 | 7 | 93 | 0 | 101 | 1
Cc1ccc(NC(=O)C2(c3ccccc3)CCCC2)nc1 | 97 | 98 | 103 | -2 | 99 | 28 | 100 | 0
COc1ccc(NC(=O)CSc2nc3c(c(=O)[nH]2)CCC3)cc1OC | 109 | 98 | 86 | -6 | . | 3 | 97 | 2
Cc1ccc(-c2cc3nc(C)cc(NCc4ccco4)n3n2)cc1 | 101 | 122 | 109 | 1 | 96 | 17 | 96 | 12
COc1ccccc1CSc1nc2ccccc2[nH]1 | 90 | 115 | 98 | -7 | 92 | 45 | 97 | 1
Cc1cc(N2C(=O)CC(Cc3ccccc3)C2=O)no1 (stereo unspecified) | 86 | 92 | 96 | 3 | 91 | -1 | 90 | -1
